ULK1 inh: inhibitors of human ULK1 kinase. AlphaScreen Atg13 phosphorylation by ULK1, luminescence. 30,000 compounds, 1.9% hits. inhibition, % at 5.96 µM. O75385; in the data active = inhibition above about 43%;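 note: 0% = median of compound wells and 100% = no enzyme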
ASK1 inh: inhibitors of human ASK1 kinase | Q99683 | AlphaScreen MKK6 phosphorylation by ASK1, luminescence | inhibition, % at 7.44 µM | 22,000 compounds, 0.99% hits | AID 1159602; in the data active = inhibition above about 35%;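 note: 0% = median of compound wells and 100% = no enzyme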
Target sequence (Q99683 whole entry, looked up): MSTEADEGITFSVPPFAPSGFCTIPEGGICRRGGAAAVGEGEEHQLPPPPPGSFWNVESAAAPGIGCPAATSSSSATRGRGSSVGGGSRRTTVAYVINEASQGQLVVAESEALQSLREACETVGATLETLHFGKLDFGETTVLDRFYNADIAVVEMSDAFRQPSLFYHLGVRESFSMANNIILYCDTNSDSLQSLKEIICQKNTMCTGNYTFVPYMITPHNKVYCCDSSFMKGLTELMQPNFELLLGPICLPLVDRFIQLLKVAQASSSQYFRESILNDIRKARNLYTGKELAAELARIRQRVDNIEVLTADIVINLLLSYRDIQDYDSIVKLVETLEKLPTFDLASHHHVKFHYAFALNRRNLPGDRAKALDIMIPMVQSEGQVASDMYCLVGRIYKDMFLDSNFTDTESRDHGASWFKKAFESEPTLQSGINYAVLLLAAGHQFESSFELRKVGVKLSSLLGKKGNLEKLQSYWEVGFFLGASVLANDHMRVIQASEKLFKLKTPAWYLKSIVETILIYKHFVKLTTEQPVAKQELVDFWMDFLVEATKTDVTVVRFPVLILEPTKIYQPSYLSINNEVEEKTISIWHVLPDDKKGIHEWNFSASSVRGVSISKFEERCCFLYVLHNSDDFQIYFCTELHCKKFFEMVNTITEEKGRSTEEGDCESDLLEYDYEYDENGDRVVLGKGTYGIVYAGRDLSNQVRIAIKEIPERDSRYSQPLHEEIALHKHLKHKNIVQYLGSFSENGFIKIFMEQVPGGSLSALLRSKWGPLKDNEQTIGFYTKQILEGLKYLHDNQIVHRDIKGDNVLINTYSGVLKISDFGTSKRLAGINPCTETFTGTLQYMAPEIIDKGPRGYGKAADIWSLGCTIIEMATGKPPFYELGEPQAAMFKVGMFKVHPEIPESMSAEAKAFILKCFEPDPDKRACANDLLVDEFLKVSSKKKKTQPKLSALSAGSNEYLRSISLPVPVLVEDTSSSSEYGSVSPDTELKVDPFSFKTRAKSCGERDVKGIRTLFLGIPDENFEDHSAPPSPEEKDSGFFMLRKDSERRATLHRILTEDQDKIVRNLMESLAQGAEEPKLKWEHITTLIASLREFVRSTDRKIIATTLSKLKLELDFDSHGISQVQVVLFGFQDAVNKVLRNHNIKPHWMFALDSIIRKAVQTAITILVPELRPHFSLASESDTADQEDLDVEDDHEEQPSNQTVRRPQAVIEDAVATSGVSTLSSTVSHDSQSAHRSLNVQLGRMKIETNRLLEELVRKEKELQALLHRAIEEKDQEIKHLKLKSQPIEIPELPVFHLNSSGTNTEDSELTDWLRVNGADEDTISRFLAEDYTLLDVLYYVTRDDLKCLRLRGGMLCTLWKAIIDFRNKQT
* = called active by the depositor; · = not tested or not shown.

SMILES	ULK1 inh	ASK1 inh
CCNc1ncc(C)c(NCc2cccnc2)n1	4	-12
CCOC(=O)C1=C(CI)NC(=O)NC1c1ccccc1 (centres undefined)	7	·
O=C1/C(=C/c2cccs2)CCC/C1=C\c1cccs1	82*	·
O=C(NCc1ccccc1)c1csc(-c2ccc(N3CCOCC3)nc2)n1	3	-8
CC(C)N(CCNc1nc(-c2ccc(C(N)=O)cc2)nc2nc[nH]c12)C(C)C	-6	-7
OCCNc1cc(N2CCOCC2)ncn1	6	6
NC(=O)c1ccc2nc(N3CCOCC3)sc2c1	2	0
CC(C)N(CCNC(=O)c1cnc(Nc2ccccn2)s1)C(C)C	-1	20
CCN(CC)c1nc(NCc2nc3ccccc3[nH]2)nc(N2CCC(N3CCOCC3)CC2)n1	34	8
CN(C)CCCNC(=O)Cc1ccc2c(c1)CC(c1nc3ccc(-c4ccnc(N)n4)cc3[nH]1)CO2 (centres undefined)	0	10
Cn1c(Nc2nc(C(=O)NC3CC3)cs2)nc2ccccc21	-6	-3
O=C(c1cnccc1Nc1ccc(Cl)c(F)c1)N1CCNCC1	-6	3
COc1ccc(Nc2cc(NCCc3ccccn3)ncn2)cn1	0	-9
CC(=O)c1cccc(-c2cccc(C(=O)Nc3ccccc3)c2)c1	0	-1
O=C(NCCN1CCOCC1)c1csc(Br)n1	-14	4
O=C(NCc1ccc2c(c1)OCO2)c1c[nH]c2cc(-c3cn[nH]c3)ccc12	-22	12
CCN(CC)C(=O)C1CCCN(c2nc3c(Nc4ccc(Oc5ccccc5)cc4)ncnc3n2C(C)C)C1 (centres undefined)	2	12
CC(C)n1cnc2c(NCC3CCCO3)nc(Nc3ccc(N4CCOCC4)cc3)nc21 (centres undefined)	5	10
CC(=O)Nc1ccc(Nc2nc(Nc3ccccn3)nc3nc[nH]c23)cc1	-2	-3
O=C(NC1CCN(Cc2ccccc2)CC1)c1ccc(-c2csc3ccccc23)s1	8	5
CC(C)CCCC(C)CCCC(C)CCCCC(C)CCCC(C)CCCC(C)C (centres undefined)	-1	·
COc1cc(Nc2ncc(C(=O)NCCCN3CCCC3=O)s2)cc(OC)c1OC	5	-8
O=C(NC1CC1)c1ccc(-c2ccc(C(=O)NCCN3CCOCC3)s2)cc1	3	-5
COc1cc(OC)nc(Oc2cccnc2C(=O)NNc2ccccc2)n1	0	·
COc1ccc(CCNC(=O)c2cc(N3CCN(Cc4ccc5c(c4)OCO5)CC3)nc3ccccc23)cc1	5	-2

Profiles from above:
Cn1c(Nc2nc(C(=O)NC3CC3)cs2)nc2ccccc21 is listed with ULK1 inh = -6; ASK1 inh = -3
O=C(c1cnccc1Nc1ccc(Cl)c(F)c1)N1CCNCC1 is listed with ULK1 inh = -6; ASK1 inh = 3

The list continues.
SMILES	ULK1 inh	ASK1 inh
O=C(Cc1ccc(Cl)s1)Nc1nc2c(s1)CCc1ccccc1-2	-5	·
COc1ccc(CCNC(=O)c2cnc(Nc3ccc(N4CCOCC4)cc3)s2)cc1	-1	16
COc1cc(OC)nc(N2CCC(C(=O)O)CC2)n1	-8	·
COc1cc(Nc2nc(NCCN3CCOCC3)c3ncn(C(C)C)c3n2)cc(OC)c1OC	-14	-12
CC(C)(C)C(=O)Nc1nc(CC(=O)Nc2ccc(Cl)cc2)cs1	-6	·
c1ccc(CN2CCC(Nc3nc(Nc4ccccn4)nc4c3ncn4C3CCCCC3)CC2)cc1	-7	2
Cc1cccc(N(CCO)C(=S)Nc2ccccc2)c1	5	·
CC(C)N(CCNC(=O)c1csc(Br)n1)C(C)C	-1	-7
c1ccc(Nc2cc(NCc3nc4ccccc4[nH]3)ncn2)nc1	6	-5
O=C(NCc1cccc(C(F)(F)F)c1)c1ccc2nc(Nc3cccnc3)sc2c1	12	13
COc1cc(Nc2cc(NC3CC3)ncn2)cc(OC)c1OC	-5	-5
COc1cc(Nc2cc(-c3nocc3-c3cn[nH]c3C)ccn2)ccc1N1CCOCC1	26	-6
CCN(CC)C(=O)C1CCCN(c2nc(NCCc3ccc(OC)cc3)c3ncn(Cc4ccc(C(F)(F)F)cc4)c3n2)C1 (centres undefined)	-3	12
O=C(Nc1cc(S(=O)(=O)O)cc2cc(S(=O)(=O)O)cc(O)c12)c1ccccc1	6	·
CC(C)N(CCNc1ccnc(Nc2ccccn2)n1)C(C)C	-1	5
CS(=O)(=O)c1ccc(-c2ccnc(Nc3ccc4cn[nH]c4c3)n2)cc1	4	-15
O=C(Nc1cccc2ccccc12)C1CCCCN1S(=O)(=O)c1cccs1 (centres undefined)	-2	·
O=C([C@H](O)COc1ccc(Br)cc1)N1CCC(Nc2ccc3[nH]ncc3c2)C1 (some centres undefined)	23	-7
O=C(NCCO)c1cnc(N2CCCC2CO)s1 (centres undefined)	-7	-20
CCCS(=O)(=O)N1CCN(c2nc(C)cc(N3CCN(C)CC3)n2)CC1	-9	·
COCCNC(=O)/C(C#N)=C/c1ccc(-c2ccc(Cl)c(C(=O)O)c2)o1	12	·
O=C(Nc1ccc2[nH]ncc2c1)C1CCN(C(=O)c2ccccc2F)C1 (centres undefined)	-20	-7
NCCC(O)(P(=O)(O)O)P(=O)(O)O	-8	·
CC(=O)Nc1ccc(NC(=O)c2ccnc(N3CCOCC3)c2)cc1	10	8
NC(=O)c1ccc(-c2ncc(C(=O)NCCc3ccc(O)cc3)s2)cc1	-20	-8

An excerpt from above in order of the ASK1 inh value, ascending:
SMILES	ULK1 inh	ASK1 inh
O=C(NCCO)c1cnc(N2CCCC2CO)s1 (centres undefined)	-7	-20
CC(C)N(CCNc1ccnc(Nc2ccccn2)n1)C(C)C	-1	5
O=C(NCc1cccc(C(F)(F)F)c1)c1ccc2nc(Nc3cccnc3)sc2c1	12	13

More results.
SMILES	ULK1 inh	ASK1 inh
Cc1nc(C)n(-c2ccc(Nc3cc(-c4nn(-c5ccccc5C#N)cc4-c4ccccc4)ccn3)cc2)n1	-38	-4
COc1ccc(Cc2nnc(NC(=O)C(C)(C)C)s2)cc1OC	-11	·
c1cncc(Nc2nc(NCc3nc4ccccc4[nH]3)c3[nH]cnc3n2)c1	13	-6
c1ncn(-c2ccc3cnc(Nc4ccc(-n5cnc(N6CCOCC6)n5)cc4)nc3c2)n1	-10	2
c1ccc(Nc2nc(Nc3ccc(N4CCOCC4)cc3)nc3c2ncn3-c2ccsc2)cc1	41	29
Cc1cnc(-c2c(C)noc2C)nc1NC1CCN(Cc2ccccc2)CC1	-4	4
CCCCCCCCCCCCCCCC[N+](C)(C)CCN(Cc1ccc(OC)cc1)c1ncccn1	25	·
O=C(Nc1ccc2c(c1)OCO2)c1ccc2nc(Nc3ccc(C(F)(F)F)cc3)sc2c1	-27	13
Nc1ccnc(-c2csc3ccccc23)n1	1	11
CN(C)[C@@H]1C(=O)C(C(N)=O)=C(O)[C@@]2(O)C(=O)C3=C(O)c4c(O)ccc(Cl)c4[C@@H](O)[C@H]3C[C@@H]12	12	·
COCCCNc1nc2ccccc2n2c1nc1ccccc12	-8	·
COc1ccc(-c2cnc3cccc(N(c4ccccn4)c4ccccn4)c3c2)cc1	-3	-1
CCN(CC)c1nc(NCCOc2ccccc2)nc(NCc2cccnc2)n1	-13	4
CNS(=O)(=O)c1ccccc1Nc1nc(Nc2cc(OC)ccc2OC)ncc1Br	64*	-3
CCNc1nc2nc3ccc(C)cn3c(=O)c2cc1C(=O)NCc1ccccc1	3	·
O=C(NC1CCC(Nc2ccc3[nH]ncc3c2)CC1)[C@H](O)c1cccc(Cl)c1 (some centres undefined)	-8	-6
C[C@H](CS)C(=O)N1CCC[C@H]1C(=O)O	10	·
O=C(NC1CC1)c1ccc2nc(N3CCN(Cc4ccc5c(c4)OCO5)CC3)sc2c1	4	-6
O=C(Cc1cn(-c2ccc(N3CCC(N4CCOCC4)CC3)nn2)c2ccccc12)NCCN1CCOCC1	8	-19
Cc1cc(N)nc(Nc2ccc(C(F)(F)F)cc2)n1	-11	14
O=C(NCCOc1ccccc1)c1ccnc(Nc2nccc3ccccc23)c1	-13	14
C=CCc1ccc(O)c(OC)c1	-5	·
Cc1cncc2cccc(NC3CCN(C(=O)C(N)c4ccc(Br)cc4)CC3)c12 (centres undefined)	-22	-23
Cc1cnc(Nc2nc3ccccc3n2C)nc1Nc1ccc(N2CCOCC2)cc1	30	39*
COc1cc2nc(-c3cccc(C(C)=O)c3)nc(Nc3ccc(NC(C)=O)cc3)c2cc1OC	-22	-3

Given with values under each structure: part of the list above
Fields: ULK1 inh, ASK1 inh
> CCN(CC)c1nc(NCCOc2ccccc2)nc(NCc2cccnc2)n1
 : -13, 4
> CNS(=O)(=O)c1ccccc1Nc1nc(Nc2cc(OC)ccc2OC)ncc1Br
 : 64*, -3
> CCNc1nc2nc3ccc(C)cn3c(=O)c2cc1C(=O)NCc1ccccc1
 : 3, ·
> O=C(NC1CCC(Nc2ccc3[nH]ncc3c2)CC1)[C@H](O)c1cccc(Cl)c1 (some centres undefined)
 : -8, -6

Ordered by formula weight (highest first): part of the list above
SMILES	ULK1 inh	ASK1 inh
CNS(=O)(=O)c1ccccc1Nc1nc(Nc2cc(OC)ccc2OC)ncc1Br	64*	-3
COc1cc2nc(-c3cccc(C(C)=O)c3)nc(Nc3ccc(NC(C)=O)cc3)c2cc1OC	-22	-3
COc1ccc(-c2cnc3cccc(N(c4ccccn4)c4ccccn4)c3c2)cc1	-3	-1
Cc1cnc(-c2c(C)noc2C)nc1NC1CCN(Cc2ccccc2)CC1	-4	4
C[C@H](CS)C(=O)N1CCC[C@H]1C(=O)O	10	·
C=CCc1ccc(O)c(OC)c1	-5	·

Continued.
SMILES	ULK1 inh	ASK1 inh
COc1ccc(-c2nccc(Nc3cc(OC)c(OC)c(OC)c3)n2)cn1	40	-9
O=C(NC(=S)Nc1ccc2oc(-c3cccnc3)nc2c1)c1ccco1	-1	·
c1cc(-c2ccnc(Nc3ccc(-n4cnc(-c5ccncc5)n4)cc3)n2)cc(N2CCOCC2)c1	-6	9
Cn1cc(-c2ccccc2-c2ccnc(Nc3ccc(-n4cnc(N5CCOCC5)n4)cc3)n2)cn1	0	-12
COc1cc2nc(Nc3ccccc3)nc(NC3CC3)c2cc1OC	-32	-6
FC(F)(F)c1ccc(Cn2cnc3c(NCCOc4ccccc4)nc(NC4CCN(Cc5ccccc5)CC4)nc32)cc1	5	20
CCCNC(=O)c1csc(Nc2ccncn2)n1	4	9
O=C1CCCN1CCn1cnc2c(Nc3ccc(Oc4ccccc4)cc3)nc(Nc3ccncc3)nc21	17	19
FC(F)(F)Oc1cccc(-c2cc(NCCCN3CCOCC3)ncn2)c1	-2	-2
Cc1cccc(NC(=O)c2cccc(-n3cc(NC(=O)Nc4ccccc4Cl)cn3)c2)c1	-26	-7
Cc1cc(Nc2ccccc2)nc(-c2ccc(C(=O)NC3CC3)cc2)n1	4	-15
COC(=O)CCCCCNC(=O)COc1ccc(Cl)cc1Cl	-11	·
CCN(CC)c1nc(NCCO)nc(Nc2ccc(C(F)(F)F)cc2)n1	5	6
CCCNC(=O)Cc1cn(-c2ccc(Nc3cccc(N(C)C)c3)nn2)c2ccccc12	21	21
c1ccc(OCCNc2cc(Nc3ccc(-n4ccnc4)cc3)ncn2)cc1	6	4
COc1cc(Nc2nc(-c3c(C)noc3C)nc3nc[nH]c23)cc(OC)c1OC	14	0
CCN(CC)c1nc(Nc2ccc(NC(C)=O)cc2)nc(N2CCCC2CO)n1 (centres undefined)	-6	8
COc1ccc(NC(=O)Nc2ccc(Nc3nc(C)cc(N(C)C)n3)cc2)cc1	0	·
c1ccc(CNc2nc(N3CCOCC3)nc3c2ncn3C2CCCCC2)cc1	-9	1
CN1CCN(c2ccc(-c3nc(NC4CCN(Cc5ccccc5)CC4)c4ncn(Cc5ccc(C(F)(F)F)cc5)c4n3)cc2)CC1	-42	18
CC(C)n1c(NCCN2CCOCC2)nc2c(NCCCN3CCCC3=O)ncnc21	6	-14

Bioassay records from PubChem BioAssay.

Outcome played no part in choosing rows. Share with any hit: about 2.8%.
